Source: PubChem BioAssay (The Scripps Research Institute Molecular Screening Center)
OX1R antag-1: antagonists of human orexin 1 receptor. CHO/OX1R cells, Fluo-8 calcium fluorescence, orexin A. inhibition, % at 5 µM. 330,000 tested, 0.43% active. AID 434989;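 active = inhibition above its plate's threshold, mean inhibition of all tested compounds on the plate plus 3 SD, cut at about 37% in these data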;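 note: 0% = orexin A challenge wells and 100% = SB-334867-A antagonist wells; not every result past the cut was called active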
Target sequence (O43613 whole entry, looked up): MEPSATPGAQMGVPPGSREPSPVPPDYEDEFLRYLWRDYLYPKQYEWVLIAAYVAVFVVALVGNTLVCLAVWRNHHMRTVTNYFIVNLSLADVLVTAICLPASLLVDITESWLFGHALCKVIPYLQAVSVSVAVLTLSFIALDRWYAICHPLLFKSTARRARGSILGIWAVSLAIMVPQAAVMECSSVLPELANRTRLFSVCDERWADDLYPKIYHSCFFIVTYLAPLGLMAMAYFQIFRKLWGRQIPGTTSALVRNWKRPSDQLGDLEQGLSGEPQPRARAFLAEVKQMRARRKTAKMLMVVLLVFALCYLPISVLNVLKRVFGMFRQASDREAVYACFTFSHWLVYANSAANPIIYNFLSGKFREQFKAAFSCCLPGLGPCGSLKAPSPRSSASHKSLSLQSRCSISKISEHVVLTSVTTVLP
OX1R antag-2: blocks the human orexin 1 receptor; 330,000 tested, 1.8% active; inhibition, % at 6.6 µM; OX1R-expressing cells, FRET antagonist read-out; AID 485270; O43613; in the data active = inhibition mostly above about 38%, no sharp cut-off; inactive = mostly below about 40%;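 note: 0% = agonist challenge alone and 100% = reference antagonist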
The depositor's hits bear a star; & = joins results of further samples.

Fields – OX1R antag-1	OX1R antag-2
> O=C(Nc1sc2c(c1C(=O)NCc1ccco1)CCCC2)c1ccc2c(c1)OCO2
 : 2	35
> O=C(CN1CCN(CC(=O)Nc2ccc(F)cc2)CC1)NCC1(N2CCOCC2)CCCCC1
 : -38	11
> Cc1ccc(SCc2ccc(C(=O)Nc3cccc([N+](=O)[O-])c3C)cc2)cc1
 : -16	14
> CCn1cc(C(=O)N(CCCN2CCOCC2)Cc2ccco2)c(=O)c2ccc(C)nc21
 : -17	20
> NCCNC(=O)Cc1cccc(NC(=O)Cc2ccc(Nc3ncnc4c3ncn4[C@@H]3O[C@H](CO)[C@@H](O)[C@H]3O)cc2)c1
 : 1	11
> CC(=O)Nc1ccc2nc(N)sc2c1
 : -2	24
> O=C(CCC(=O)n1ncc2ccccc21)NCc1ccccc1Cl
 : -20	2
> CCCn1c(=S)[nH]c2cc(OC)c(OC)cc2c1=O
 : -10	13
> CC(=O)Nc1ccc(S(=O)(=O)NC2CC(=O)N(c3ccc(C)cc3)C2)cc1 (configuration not stated)
 : 3	2
> Cc1onc(-c2ccccc2Cl)c1C(=O)OCN1C(=O)c2ccccc2C1=O
 : 14	40
> CC(C)CC(=O)/C(=C/c1ccc(N(C)C)cc1)n1cncn1
 : -1	4
> O=C(O/N=C1/CCSc2ccccc21)c1ccc(F)cc1
 : -20	4
> COc1ccccc1N1CCN(C(=O)c2oc3ccc(F)cc3c2C)CC1
 : -11	5
> CN(C)c1nc(N)nc(Cn2nnc(-c3ccc(C(F)(F)F)cc3)n2)n1
 : -16	15
> CN(C)c1ccc(C(=O)N2CCCC(CCC(=O)N3CCN(c4ccccn4)CC3)C2)cc1 (configuration not stated)
 : -31	16
> Clc1ccc2[nH]c3c(c2c1)CNCC3
 : -5	-5
> C[C@H](CO)N1C[C@H](C)[C@@H](CN(C)C(=O)Nc2ccc(C(F)(F)F)cc2)Oc2c(cccc2N(C)C)C1=O
 : -23	13
> Nc1nc2ccc(OC(F)(F)F)cc2s1
 : -1&-6	10&16
> O=C(CN1C(=O)C2(OCCCO2)c2ccccc21)NCc1ccccc1
 : -30	5
> Cn1cnnc1SCC(=O)Nc1ccc(Cl)c(S(=O)(=O)N2CCOCC2)c1
 : -14	8
> COC(=O)COc1ccc(S(=O)(=O)N2CCCCC2)cc1[N+](=O)[O-]
 : -14	21
> CNC(=S)N1N=C(c2ccccc2)CC1c1ccc(OC)c(OC)c1 (configuration not stated)
 : -23	28
> O=C1C=C(NNC(=O)c2ccccc2Br)CCC1
 : -7	12
> CC(C)(O)c1ccccc1CC[C@@H](SCC1(CC(=O)O)CC1)c1cccc(/C=C/c2ccc3ccc(Cl)cc3n2)c1
 : -18	15
> Cc1ccc(NC(=O)CSc2nc3ccccc3nc2N2CCCC2)cc1
 : -42	7
> O=C(NC(=S)N(CCO)Cc1ccccc1)c1ccc(F)cc1Cl
 : -24	-10
> O=C(Nc1cccc(C(F)(F)F)c1)c1sc(Cl)nc1C(F)(F)F
 : 25	30
> CCN(CC)C(=O)CCNS(=O)(=O)c1ccc(C)cc1
 : -38	23
> COc1ccccc1NC(=O)COC(=O)c1c[nH]c2ccccc12
 : 27	23
> CC(C)CN(C(=O)CCNC(=O)c1ccc([N+](=O)[O-])cc1)C1CCS(=O)(=O)C1 (configuration not stated)
 : -12	35

One compound at a time, as listed above. Values in the order: OX1R antag-1, OX1R antag-2
CC(=O)Nc1ccc(S(=O)(=O)NC2CC(=O)N(c3ccc(C)cc3)C2)cc1 (configuration not stated) in the list: 3, 2
Nc1nc2ccc(OC(F)(F)F)cc2s1 in the list: -1&-6, 10&16
C[C@H](CO)N1C[C@H](C)[C@@H](CN(C)C(=O)Nc2ccc(C(F)(F)F)cc2)Oc2c(cccc2N(C)C)C1=O in the list: -23, 13
Cc1onc(-c2ccccc2Cl)c1C(=O)OCN1C(=O)c2ccccc2C1=O in the list: 14, 40
CCn1cc(C(=O)N(CCCN2CCOCC2)Cc2ccco2)c(=O)c2ccc(C)nc21 in the list: -17, 20

Further entries:
Fields – OX1R antag-1	OX1R antag-2
> Cc1noc(NS(=O)(=O)c2ccc(NC(=O)c3cc(=O)c4ccccc4o3)cc2)c1C
 : -1	19
> COc1ccc(Oc2nc3c(c(=O)n(C)c(=O)n3C)n2Cc2cccc(OC)c2)cc1
 : -18	26
> CCOc1ccc(Cn2cc(F)c(=O)[nH]c2=O)cc1
 : -10	7
> N#CCSc1nc2ccccc2c(=O)n1-c1ccccc1
 : -8	16
> CCOc1cc(NC(=O)C2CC2)c(OCC)cc1NC(=O)c1ccccn1
 : -28	8
> Fc1ccc(Nc2nnc(C(F)(F)F)s2)cc1
 : -14	7
> COc1ccc(Cl)cc1NC(=O)c1ccccc1C
 : -35	37
> Cc1onc(-c2c(Cl)cccc2Cl)c1CO/N=C(\C#N)c1c(Cl)cccc1Cl
 : -25	18
> CCN1C(=O)[C@@H]2[C@@H](c3ccc(-c4ccc(Cl)c(Cl)c4)cc3)N3CCCC[C@@]3(C(=O)OC)[C@@H]2C1=O
 : -42	31
> CCN(CC(=O)N1CCN(C)CC1)S(=O)(=O)c1ccc(Cl)cc1
 : -13	27
> COc1ccc(C2c3ccc(O)cc3Oc3ncn4nc(-c5ccccn5)nc4c32)cc1 (configuration not stated)
 : -26	13
> Cc1nn(Cc2c(Cl)cccc2Cl)c(C)c1NC(=O)c1sc2ccccc2c1Cl
 : -15	13
> CCCOc1ccc(C2NC(=S)NC(c3ccccc3)=C2C(=O)Nc2ccc(C)cc2)cc1OC (configuration not stated)
 : -16	7
> COc1ccc(Cc2noc(CN3CCN(Cc4cccc(Cl)c4)CC3)n2)cc1OC
 : -22	12
> Cn1c(SCc2nc3ccccc3s2)nnc1-c1ccc2c(c1)OCO2
 : -3	11

The last two compounds of the part above are carried over, then new ones follow.
Fields – OX1R antag-1	OX1R antag-2
> COc1ccc(Cc2noc(CN3CCN(Cc4cccc(Cl)c4)CC3)n2)cc1OC
 : -22	12
> Cn1c(SCc2nc3ccccc3s2)nnc1-c1ccc2c(c1)OCO2
 : -3	11
> Cc1cccc(OCC(=O)N/N=C/c2ccccc2C(=O)O)c1
 : -11	13
> O=C(NNC(=O)c1cc(Br)ccc1Cl)c1csc(N2CCOCC2)n1
 : -22	10
> Cc1ccc2c(c1)COc1c3ccc(C(=O)N4CCCCC4)cc3nn1-2
 : -28	12
> CCCCOc1ccccc1NC(=O)c1ccco1
 : -50	29
> CC(C)N1CCc2c(sc(NC(=O)c3ccc4ccccc4c3)c2C(N)=O)C1
 : -2	-1
> CCC(NC(C)C)C(O)c1ccc(O)c(O)c1 (configuration not stated)
 : -6	13
> CCC1(c2ccccc2)NC(=O)N(CC(=O)Nc2cc(Cl)ccc2N2CCN(C)CC2)C1=O (configuration not stated)
 : -33	7
> C/C(=N\O)C(C)(C)Nc1ccccc1F
 : -2	1
> O=C1CN(C(=O)c2ccco2)C(c2ccc(F)cc2)c2cc(Cl)ccc2N1 (configuration not stated)
 : -14	8
> CCN(CC)S(=O)(=O)c1cccc(C(=O)OCC(=O)NCc2ccccc2OC)c1
 : -21	19
> CC(=O)NC1C(O)OC(CO)C(O)C1O (configuration not stated)
 : -4	7
> CCCCc1nc2cc(C(=O)N3CCN(c4nc(C)cnc4C)CC3)ccc2o1
 : -35	2
> Cc1ccc(S(=O)(=O)N2CCOCC2)cc1NC(=O)CN1CCC(Cc2ccccc2)CC1
 : -23	18
> COc1ccccc1N1CCN(c2ccc3ccccc3n2)CC1
 : -40	4
> O=C(CNC(=O)c1ccco1)OCC(=O)c1ccc(Cl)cc1
 : -8	5
> COc1cccc(C2C(C(=O)Nc3ccccc3)=C(C)N=c3s/c(=C/c4ccc(OCC(=O)O)cc4)c(=O)n32)c1 (configuration not stated)
 : -4	18
> CN(C)c1cc[n+](CC(=O)c2ccc(Br)cc2)cc1
 : 1	12
> Cc1nnc(N(C)C(=O)c2cnccn2)s1
 : -11	5
> Cc1[nH]n(-c2ccccc2)c(=O)c1/C=N/NC(=O)c1ccc(O)cc1O
 : -21	37*
> O=C(CCn1cnc2ccccc2c1=O)Nc1cccc(Cl)c1
 : -3	29
> CCOc1ccc(N2CC(NS(=O)(=O)c3cccs3)CC2=O)cc1 (configuration not stated)
 : -7	-2
> N#CCCCCn1c(-c2cncs2)nc2ccccc21
 : -25	13
> O=C(O)c1cc(-c2ccc3c(c2)OCO3)nc2ccc(Br)cc12
 : -24	22
> COc1ccc(OC)c(C(=O)CC2OC(=O)c3ccccc32)c1 (configuration not stated)
 : -21	18
> CCc1cc(=O)oc2cc(OS(C)(=O)=O)ccc12
 : -23	17
> CC(=O)OCC(=O)Nc1ccc([N+](=O)[O-])cc1Cl
 : 1	38
> O=C(Nc1cccnc1)c1cccc(NC(=O)c2ccco2)c1
 : -15	9
> O=C(Nc1cc(S(=O)(=O)N2CCOCC2)ccc1N1CCCC1)C1CC1
 : -22	13
> COCc1cc(C)c2c(N)c(C#N)sc2n1
 : 3	50
> COc1cccc(/C=N/NC(=O)c2ccc3nc[nH]c3c2)c1
 : -12	1
> O=C(CCNS(=O)(=O)c1ccccc1F)N1CCN(C/C=C/c2ccccc2)CC1
 : -21	11
> Cc1nc(NC(=O)/C=C/c2ccc(Cl)cc2Cl)sc1C(=O)N(C)C
 : -2	17
> COc1ccc(OCc2cc(C(=O)N[C@H]3CCCCNC3=O)no2)c(Cl)c1
 : 3	0
> CSc1sc(C(=O)N(C)C)cc1S(=O)(=O)C(C)C
 : -3	8
> Cc1cc(C)nc(SCC(=O)Nc2ncc3c(n2)CC(C)(C)CC3=O)n1
 : -8	8
> COc1ccc(CCC(=O)OCC(=O)Nc2ccccc2OC(F)F)cc1OC
 : -31	7
> Cn1c(=O)c(=O)n(C)c2cc(S(=O)(=O)N3CCCC3C(=O)NCc3ccco3)ccc21 (configuration not stated)
 : -16	20
> CCC(C)NC(=O)c1cn(-c2cccc(OC)c2)c(=O)c2ccccc12 (configuration not stated)
 : -25	5
> Cc1ccc(S(=O)(=O)Nc2cccc(C(=O)NCCCN3CCCC3=O)c2)cc1F
 : -21	21
> COc1ccc(-c2c(-c3cc(OC)cc(OC)c3)sc3ccc(OC)cc23)cc1
 : -10	6
> O=[N+]([O-])c1ncccc1OCc1ccc(Cl)c(Cl)c1
 : -17	19
> O=C(NNC(=O)c1ccc(SCC2CCCO2)c([N+](=O)[O-])c1)c1ccc(Cl)c([N+](=O)[O-])c1 (configuration not stated)
 : -10	18
> CC(=O)NC(Cc1ccc(F)cc1)C(=O)NC1CCN(C(=O)NCc2ccccc2)CC1 (configuration not stated)
 : -4	12
> Cc1cc(C(F)(F)F)nc(SCC(=O)Nc2cc(C)on2)n1
 : 9	10
> COc1cc(NC(=O)CCNC(=O)Cn2cnc3ccccc3c2=O)cc(OC)c1OC
 : 4	4
> CCc1nnc(NC(=O)Cc2ccc(OCc3c(C)noc3C)cc2)s1
 : -32	4
> O=C(CSC(=S)N1CCCCC1)Nc1ncc2c(n1)CC(c1ccco1)CC2=O (configuration not stated)
 : -34	14
> O=C(c1ccccc1)N1N=C(c2cccs2)CC1c1ccccc1O (configuration not stated)
 : -29	8
> Nc1ccc(CCNc2ncnc3c2ncn3[C@@H]2O[C@H](CO)[C@@H](O)[C@H]2O)cc1
 : -8	24
> Cc1oc2ccc(O)cc2c1C(=O)c1ccccc1
 : -16	13
> Cc1ccc(C)c(SCC(=O)OCC(=O)NCCNC(=O)COC(=O)CSc2cc(C)ccc2C)c1
 : -33	13
> CC(C)c1ccc2[nH]c(O)c(N=NC(=O)c3ccc(CSc4nncn4C)cc3)c2c1
 : -9	-1
> O=c1c(-c2ccc(Cl)cc2)coc2c(CN3CCCCC3)c(O)ccc12
 : -13	6
> CCN(CC)c1cc(Cl)nc(N)n1
 : -22	7
> O=C(Nc1ccccc1C(=O)NCCCN1CCOCC1)c1cccc([N+](=O)[O-])c1
 : -28	23
> Cc1cc(=O)[nH]c(SCC(=O)Nc2ccc3c(c2)OCCO3)n1
 : 9	13
> Cc1nnc2ccc(-c3ccc(NC(=O)Cc4cccs4)cc3)nn12
 : -11	18
> CN(C1CCCC1)C1CCN(C(=O)CNC(=O)/C=C/c2ccccc2)CC1
 : -5	13
> Cc1ccccc1NC(=S)NCc1ccco1
 : -7	-3
> CN1CCN(S(=O)(=O)c2ccc(N3CCN(c4ccc(O)cc4)CC3)c([N+](=O)[O-])c2)CC1
 : -6	16

(listing goes on)
Fields – OX1R antag-1	OX1R antag-2
> CC(C)CNc1cc(N2CCCC2)ccc1[N+](=O)[O-]
 : -1	26
> CC(NCC1COc2ccccc2O1)C(=O)NCc1ccccc1 (configuration not stated)
 : -11	10
> Cc1c(Nc2nc(-c3ccc(Cl)cc3)cs2)c(=O)n(-c2ccccc2)n1C
 : -27	13
> COCCNC(=O)/C(C#N)=C/c1ccc(N2CCOCC2)o1
 : 5	62
> Cc1cccc(OCC(=O)N/N=C/c2cc([N+](=O)[O-])ccc2N2CCOCC2)c1
 : -10	35
> COCCn1c(SCC(=O)N2CCCCC2)nc2c([nH]c3ccccc32)c1=O
 : -43	20
> O=c1[nH]c2ccccc2n1CCCN1CCCCC1
 : -3	9

Shown with tabs: part of the list above
canonical_smiles	OX1R antag-1	OX1R antag-2
Cc1c(Nc2nc(-c3ccc(Cl)cc3)cs2)c(=O)n(-c2ccccc2)n1C	-27	13
Cc1cccc(OCC(=O)N/N=C/c2cc([N+](=O)[O-])ccc2N2CCOCC2)c1	-10	35
COCCNC(=O)/C(C#N)=C/c1ccc(N2CCOCC2)o1	5	62
